Screening data as filed in PubChem.
S1P3 antagonist = S1P3 (human) receptor antagonism; CHO S1P3 NFAT-BLA reporter, FRET fluorescence, antagonist mode; inhibition, % at 4.98 µM; hit rate 0.27% among 170,000;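 active means inhibition above the plate cutoff, the mean inhibition of test wells on that plate plus 3 SD, cut at about 28% in these data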;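 further: cells challenged with S1P at its EC80 of 0.8 µM; blue over green emission ratio from cleaved BLA substrate after 4 h stimulation; 0% = S1P-stimulated wells and 100% = unstimulated DMSO-only wells; some compounds past the cut are filed as inactive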
Target sequence (Q99500 whole entry, looked up): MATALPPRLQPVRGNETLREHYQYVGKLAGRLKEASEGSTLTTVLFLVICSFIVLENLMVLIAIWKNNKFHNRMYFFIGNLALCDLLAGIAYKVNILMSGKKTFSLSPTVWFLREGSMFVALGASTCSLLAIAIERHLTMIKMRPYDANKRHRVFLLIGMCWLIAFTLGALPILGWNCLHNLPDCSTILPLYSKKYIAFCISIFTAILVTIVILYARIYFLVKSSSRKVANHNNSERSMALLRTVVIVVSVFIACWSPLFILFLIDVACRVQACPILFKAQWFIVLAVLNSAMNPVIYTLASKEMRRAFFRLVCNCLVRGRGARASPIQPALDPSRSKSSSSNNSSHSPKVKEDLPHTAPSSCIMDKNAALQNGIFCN
PMI activator = increases human mannose-6-phosphate isomerase activity; activation factor at 20 µM; hit rate 0.005% among 190,000; purified human PMI, coupled resazurin fluorescence, 20 min; stronger effect = higher value; 1 = vehicle control, 0 substrate-free wells; P34949; AID 1214;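 active means activation factor of 2 or more at 20 µM, relative to plate controls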
Target sequence (P34949 whole entry, looked up): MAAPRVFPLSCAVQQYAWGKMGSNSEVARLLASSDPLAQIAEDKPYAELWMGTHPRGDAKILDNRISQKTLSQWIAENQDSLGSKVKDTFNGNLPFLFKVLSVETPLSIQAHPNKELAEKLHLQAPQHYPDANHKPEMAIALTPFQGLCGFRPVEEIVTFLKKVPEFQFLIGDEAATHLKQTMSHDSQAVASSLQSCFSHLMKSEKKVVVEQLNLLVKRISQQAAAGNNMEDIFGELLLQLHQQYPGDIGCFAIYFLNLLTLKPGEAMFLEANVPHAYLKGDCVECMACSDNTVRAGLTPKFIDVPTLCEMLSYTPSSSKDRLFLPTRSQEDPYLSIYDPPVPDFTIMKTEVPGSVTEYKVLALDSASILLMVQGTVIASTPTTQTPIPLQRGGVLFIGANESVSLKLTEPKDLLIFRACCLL
Hsp70 act = transcriptional activators of Hsp70; HeLa Hsp70 promoter luciferase reporter, luminescence; scaled: vehicle 0, proteasome-inhibitor control 100%; activation, % at 10 µM; hit rate 0.04% among 200,000; AID 1203;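 active means activation above the mean across all tested compounds plus 3 SD, cutoff set per campaign, cut at about 5.5% in these data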;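 further: 100% = MG132 at 30 µM as the positive control and 0% = DMSO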
Redox H2O2 prof = compounds producing H2O2 with reducing agent – biochemical, NIH compound library profiling, artefact control for MLSCN library redox annotation, primary screen | activation, % at 10 µM | AID 878 | hit rate 0.03% among 200,000 | DTT-dependent redox cycling H2O2, phenol red/HRP absorbance; 100% = 100 µM peroxide control, 0% = buffer;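 active means activation of at least 50% relative to the plate's high and low controls in the primary single-dose screen; inactive means activation below 50%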;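 further: compound incubated with DTT at 0.8 mM final as the reducing agent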
G6PDH counter = L. mesenteroides G6PDH inhibition counter-screen; inhibition, % at 5 µM; AID 1020; hit rate 0.12% among 200,000; Purified L. mesenteroides G6PDH, diaphorase/resazurin coupled fluorescence, 45 min
Diaphorase act = diaphorase activation or chemical reduction counter-screen | AID 1229 | activation factor at 20 µM | hit rate 0.005% among 190,000 | Diaphorase/resazurin coupled assay, resorufin fluorescence, 16 min; stronger effect = higher value; 1 = vehicle wells, 0 = NADH-free wells;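 active means diaphorase activity raised at least twofold by the compound at 20 µM; inactive means activation factor below 2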
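Material: purified diaphorase enzyme from Clostridium kluyveri / Medium: HEPES pH 7.4 buffer with MgCl2 and Tween 20 / Schedule: enzyme reaction of 16 min at room temperature / Measured by: resorufin fluorescence, excitation 544 nm, emission 590 nm / Evaluation: rise in resorufin formation, marking diaphorase activation or chemical reduction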
PMI act satM6P = PMI (human) activation, high substrate; activation factor at 20 µM; hit rate 0.34% among 190,000; coupled PMI enzyme assay, resazurin fluorescence, 20 min; stronger effect = higher value; 1 = untreated enzyme, 0 = substrate-free blank; AID 1216;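 active means activation factor of 2 or more at 20 µM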
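Material: human phosphomannose isomerase with PGI, G6PDH, diaphorase coupling enzymes / Reagent: Man-6-P substrate 1.0 mM / Dosing: single compound dose of 20 µM, 1% DMSO final / Incubation: enzyme reaction with compound 20 min at room temperature / Signal: resorufin fluorescence (Ex 544/Em 590 nm) from resazurin via diaphorase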
TLR4 MyD88 comp = inhibitors of human TLR4-MyD88 binding | O00206+Q99836 | HeLa CL3-4 TLR4/MyD88 BLA complementation, FRET ratio | inhibition, % at 8.4 µM | hit rate 0.18% among 200,000 | AID 861; in the data active means inhibition above about 25%;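 further: 0% = vehicle and 100% = reference inhibitor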
RAM network inh = blocks the yeast RAM network; S. cerevisiae dse1pr::URA3 reporter, 5-FOA growth OD615, 2 d; analog-sensitive cbk1-as2 kinase mutant strain; inhibition, % at 50 µM; hit rate 1.8% among 190,000; AID 868;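 active means inhibition above a set limit, 3 SD over mean compound inhibition, cut at about 8.4% in these data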;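 further: 0% = DMSO-only wells with no growth and 100% = 10 µM 1-NA-PP1 full growth; inhibition rescues growth on 5-FOA so higher OD means more RAM inhibition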
Diaphorase inh = counter-screen for diaphorase-based assays: diaphorase inhibitors and chemical oxidizers | diaphorase resazurin-to-resorufin fluorescence, NADH, 16 min; bacterial (C. kluyveri) enzyme, not human | inhibition, % at 20 µM | hit rate 0.69% among 190,000 | AID 1217;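 active means primary screen inhibition at 20 µM above a set limit, cut at about 50% in these data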;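 further: plate controls were DMSO with full reaction for no effect and wells lacking NADH for full effect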
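Assay system – diaphorase enzyme from Clostridium kluyveri · Amount – diaphorase 0.14 U/mL (working solution) · Times – reaction incubation of 16 min at room temperature · Controls – No-NADH positive control and DMSO neutral control · Signal – resorufin fluorescence 544/590 nm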
Lmaj promast = Leishmania major promastigote growth inhibition; inhibition, % at 10 µM; hit rate 9% among 200,000; AID 1063; Leishmania major promastigotes, resazurin fluorescence viability;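 further: promastigotes grown with compound for 44 hours at 28 °C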
Starred values were filed as active, the others as inactive. Unless noted, no stated cut-off is given here; in the data, active means inhibition above about 50%; inactive means the rest.

For O=C(CSc1nc(-c2ccco2)cc(C(F)(F)F)n1)N1CCc2ccccc2C1 the results were S1P3 antagonist 12, PMI activator 0.9, Hsp70 act -0.4, Redox H2O2 prof 1.1, G6PDH counter 0, Diaphorase act 0.7, PMI act satM6P 1.1, TLR4 MyD88 comp -5, RAM network inh 7.1, Diaphorase inh 32 and Lmaj promast -3.
Screening O=C(COC(=O)CNS(=O)(=O)/C=C/c1ccccc1)NC1CCS(=O)(=O)C1 (stereo unspecified) returned S1P3 antagonist -27, PMI activator 1, Hsp70 act 0.0, Redox H2O2 prof -0.2, G6PDH counter 12, Diaphorase act 1, PMI act satM6P 1, TLR4 MyD88 comp 3, RAM network inh 1.6, Diaphorase inh -1 and Lmaj promast -4.
Screening Cc1ccc(OCC(=O)N2CCc3ccccc32)c([N+](=O)[O-])n1 returned S1P3 antagonist -3, PMI activator 1, Hsp70 act -0.3, Redox H2O2 prof 0.0, G6PDH counter 4, Diaphorase act 1, PMI act satM6P 1.1, TLR4 MyD88 comp -19, RAM network inh 0.2, Diaphorase inh -5 and Lmaj promast 1.
For O=C(CN1C(=O)NC2(CCc3ccccc32)C1=O)Nc1ccc(N2CCOCC2)cc1 (stereo unspecified) the results were PMI activator 1, Hsp70 act 0.0, Redox H2O2 prof -0.2, G6PDH counter 1, Diaphorase act 0.9, PMI act satM6P 1.1, TLR4 MyD88 comp -11, RAM network inh 2.6, Diaphorase inh 5 and Lmaj promast -6.
`Cc1ccccc1-c1cc(C(=O)Nc2sc(C(=O)OC(C)C)c(C)c2C#N)c2ccccc2n1` gave PMI activator 0.4, Hsp70 act -0.6, Redox H2O2 prof 0.1, G6PDH counter -14, Diaphorase act 0.6, PMI act satM6P 0.7, TLR4 MyD88 comp 0, RAM network inh 3.1, Diaphorase inh 37 and Lmaj promast 40.
`CCOc1ccc(NC(=O)NC2CC(=O)N(c3ccc(OC)cc3)C2)cc1` (stereo unspecified) gave S1P3 antagonist -19, PMI activator 1, Hsp70 act -0.2, Redox H2O2 prof -0.2, G6PDH counter 6, Diaphorase act 0.9, PMI act satM6P 1, TLR4 MyD88 comp 5, RAM network inh 1.1, Diaphorase inh 5 and Lmaj promast -4.
Screening CCOC(=O)c1c(-c2ccc(C)cc2)csc1NC(=O)CCN1CCOCC1 returned S1P3 antagonist 2, PMI activator 0.8, Hsp70 act -0.3, Redox H2O2 prof -0.6, G6PDH counter -9, Diaphorase act 0.7, PMI act satM6P 0.9, TLR4 MyD88 comp -5, RAM network inh -0.1, Diaphorase inh 28 and Lmaj promast 97*.
`COc1cc(C(=O)Nc2ccc(S(=O)(=O)Nc3onc(C)c3C)cc2)cc(OC)c1OC` gave S1P3 antagonist -27, PMI activator 1.1, Hsp70 act 0.3, Redox H2O2 prof 1.6, G6PDH counter 12, Diaphorase act 1.2, PMI act satM6P 1.1, TLR4 MyD88 comp 3, RAM network inh 0.8, Diaphorase inh -16 and Lmaj promast -8.
For O=C(CSc1nnc(-c2c[nH]c3ccccc23)o1)N1c2ccccc2CCc2ccccc21 the results were S1P3 antagonist -3, PMI activator 0.9, Hsp70 act -0.5, Redox H2O2 prof 0.4, G6PDH counter 6, Diaphorase act 0.8, PMI act satM6P 0.9, TLR4 MyD88 comp -11, RAM network inh 4.3, Diaphorase inh 22 and Lmaj promast 7.
CCOc1ccc(-c2[nH]nc3c2C(c2ccc4c(c2)OCO4)C(C#N)=C(N)O3)cc1OC (stereo unspecified) was read as S1P3 antagonist 15, PMI activator 0.8, Hsp70 act -0.4, Redox H2O2 prof -0.5, G6PDH counter -1, Diaphorase act 0.8, PMI act satM6P 0.9, TLR4 MyD88 comp -2, RAM network inh 5.2, Diaphorase inh 15 and Lmaj promast 51*.
Screening Cc1cc(C)nc(NC(=O)CSc2nc3cc(Cl)ccc3s2)n1 returned PMI activator 1, Hsp70 act -0.3, Redox H2O2 prof 0.2, G6PDH counter -8, Diaphorase act 0.8, PMI act satM6P 1, TLR4 MyD88 comp 5, RAM network inh -0.8, Diaphorase inh 17 and Lmaj promast 1.
Screening Cc1cc(NC(=O)CSc2nnnn2Cc2ccccc2)no1 returned S1P3 antagonist -29, PMI activator 0.9, Hsp70 act -0.2, Redox H2O2 prof -0.8, G6PDH counter 0, Diaphorase act 0.9, PMI act satM6P 1, TLR4 MyD88 comp -14, RAM network inh 0.3, Diaphorase inh 8 and Lmaj promast -4.
Screening CCCSc1nc(N2CCCC2)c2c(c1C#N)CC(C)(C)OC2 returned PMI activator 0.8, Hsp70 act -0.3, Redox H2O2 prof 1.4, G6PDH counter -17, Diaphorase act 0.8, PMI act satM6P 0.8, TLR4 MyD88 comp -11, RAM network inh 8.5*, Diaphorase inh 21 and Lmaj promast -2.
CCN(CC)C(=O)N1CCN(S(=O)(=O)c2ccccc2)CC1 was read as S1P3 antagonist 3, PMI activator 1, Hsp70 act -0.5, Redox H2O2 prof -0.2, G6PDH counter 5, Diaphorase act 1, PMI act satM6P 1, TLR4 MyD88 comp 2, RAM network inh 0.8, Diaphorase inh -2 and Lmaj promast -6.
For C/C(=N\Nc1ccccn1)c1ccc(S(=O)(=O)NCc2ccco2)cc1 the results were S1P3 antagonist 10, PMI activator 1.1, Hsp70 act -0.3, Redox H2O2 prof 0.0, G6PDH counter 3, Diaphorase act 0.7, PMI act satM6P 0.8, TLR4 MyD88 comp -13, RAM network inh 1.1, Diaphorase inh 30 and Lmaj promast 7.
Screening CN(C)c1ccc(NC(=O)Cn2cc3c(n2)CCCC3)cc1 returned S1P3 antagonist -29, PMI activator 0.8, Hsp70 act 0.0, Redox H2O2 prof -0.2, G6PDH counter -10, Diaphorase act 0.9, PMI act satM6P 0.8, TLR4 MyD88 comp -4, RAM network inh 1.4, Diaphorase inh 12 and Lmaj promast 33.
For Cc1csc(NC(=O)CSc2nc3[nH]ncc3c(=O)[nH]2)n1 the results were S1P3 antagonist -6, PMI activator 1.2, Hsp70 act 0.1, Redox H2O2 prof -0.7, G6PDH counter -3, Diaphorase act 1.1, PMI act satM6P 1.1, TLR4 MyD88 comp 9, RAM network inh 0.1, Diaphorase inh -8 and Lmaj promast -8.
CCC(C)(C)NC(=O)C(c1ccccn1)N(C(=O)c1csnn1)c1ccccc1 (stereo unspecified) was read as S1P3 antagonist 0, PMI activator 1, Hsp70 act -0.2, Redox H2O2 prof 3.5, G6PDH counter 2, Diaphorase act 0.8, PMI act satM6P 0.9, TLR4 MyD88 comp 2, RAM network inh 0.6, Diaphorase inh 22 and Lmaj promast -5.
Fc1ccc(OCc2nc(-c3ccc(Br)o3)no2)c(F)c1 was read as S1P3 antagonist 10, PMI activator 1, Hsp70 act -0.1, Redox H2O2 prof -1.3, G6PDH counter 6, Diaphorase act 0.8, PMI act satM6P 1, TLR4 MyD88 comp 5, RAM network inh 0.9, Diaphorase inh 18 and Lmaj promast -6.
Screening Cc1cccc(NC(=O)c2snc3c(=O)[nH]cnc23)c1 returned S1P3 antagonist 5, PMI activator 0.9, Hsp70 act -0.5, Redox H2O2 prof 0.7, G6PDH counter 0, Diaphorase act 0.8, PMI act satM6P 0.9, TLR4 MyD88 comp 5, RAM network inh 4.8, Diaphorase inh 20 and Lmaj promast -2.
For Cc1ccccc1N(C(=O)Cc1ccsc1)C(C(=O)NC1CCCCC1)c1ccc(F)cc1 (stereo unspecified) the results were PMI activator 1, Hsp70 act 0.0, Redox H2O2 prof -0.3, G6PDH counter 14, Diaphorase act 1, PMI act satM6P 1, TLR4 MyD88 comp 4, RAM network inh 1.5, Diaphorase inh 3 and Lmaj promast -1.
O=CNNC(=O)c1cccc([N+](=O)[O-])c1 was read as S1P3 antagonist -2, PMI activator 0.9, Hsp70 act -0.2, Redox H2O2 prof -0.3, G6PDH counter 1, Diaphorase act 0.9, PMI act satM6P 0.9, TLR4 MyD88 comp 11, RAM network inh -0.5, Diaphorase inh 15 and Lmaj promast 28.
Screening CC(=O)Nc1ccc(-c2nnn(CC(=O)c3ccccc3)n2)cc1Cl returned S1P3 antagonist -43, PMI activator 1, Hsp70 act -0.2, Redox H2O2 prof -0.4, G6PDH counter 4, Diaphorase act 0.8, PMI act satM6P 0.9, TLR4 MyD88 comp -4, RAM network inh 3.2, Diaphorase inh 19 and Lmaj promast -8.
COc1cccc(-n2c(SCC(=O)N3CCOCC3)nnc2-c2c[nH]c3ccccc23)c1 was read as S1P3 antagonist 53*, PMI activator 1.1, Hsp70 act 0.2, Redox H2O2 prof -0.8, G6PDH counter -4, Diaphorase act 0.9, PMI act satM6P 1, TLR4 MyD88 comp 5, RAM network inh 4.0, Diaphorase inh 7 and Lmaj promast -1.
N#Cc1nc(COc2ccccc2)oc1N1CCOCC1 was read as S1P3 antagonist 40, PMI activator 0.9, Hsp70 act -0.1, Redox H2O2 prof 0.0, G6PDH counter -8, Diaphorase act 0.9, PMI act satM6P 0.9, TLR4 MyD88 comp 2, RAM network inh 1.0, Diaphorase inh 8 and Lmaj promast -2.
For COc1ccccc1N1CCN(C2CCN(C(=O)c3cc(OC)c(OC)c(OC)c3)CC2)CC1 the results were PMI activator 0.9, Hsp70 act 0.2, Redox H2O2 prof -2.2, G6PDH counter 2, Diaphorase act 0.9, PMI act satM6P 0.9, TLR4 MyD88 comp -1, RAM network inh -0.9, Diaphorase inh 10 and Lmaj promast -8.
`COc1ccc(S(=O)(=O)NNC(=O)c2cc3cc4ccccc4nc3s2)cc1` gave PMI activator 0.9, Hsp70 act -0.2, Redox H2O2 prof 0.6, G6PDH counter 4, Diaphorase act 0.8, PMI act satM6P 0.9, TLR4 MyD88 comp 7, RAM network inh 4.8, Diaphorase inh 20 and Lmaj promast 0.
For O=C(C[n+]1ccc(Cc2ccccc2)cc1)Nc1ccc([N+](=O)[O-])cc1Cl the results were S1P3 antagonist -2, Hsp70 act 0.1, Redox H2O2 prof 11, G6PDH counter 9, TLR4 MyD88 comp 0, RAM network inh 2.5 and Lmaj promast 0.
